CHT allo act: CHT positive allosteric modulators, primary screen, cell-based, membrane potential dye, choline EC20. High affinity choline transporter 1 (Homo sapiens), Q9GZV3. CHT-expressing cells; active compounds read high; LV-AA mutant CHT in HEK293 cells. B-score at 10 µM. hit rate 0.49% among 310,000;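 active = initial fluorescence not abnormally high and integrated response B-score, plate-corrected, over 3 SD above library mean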
Target sequence (Q9GZV3 whole entry, looked up): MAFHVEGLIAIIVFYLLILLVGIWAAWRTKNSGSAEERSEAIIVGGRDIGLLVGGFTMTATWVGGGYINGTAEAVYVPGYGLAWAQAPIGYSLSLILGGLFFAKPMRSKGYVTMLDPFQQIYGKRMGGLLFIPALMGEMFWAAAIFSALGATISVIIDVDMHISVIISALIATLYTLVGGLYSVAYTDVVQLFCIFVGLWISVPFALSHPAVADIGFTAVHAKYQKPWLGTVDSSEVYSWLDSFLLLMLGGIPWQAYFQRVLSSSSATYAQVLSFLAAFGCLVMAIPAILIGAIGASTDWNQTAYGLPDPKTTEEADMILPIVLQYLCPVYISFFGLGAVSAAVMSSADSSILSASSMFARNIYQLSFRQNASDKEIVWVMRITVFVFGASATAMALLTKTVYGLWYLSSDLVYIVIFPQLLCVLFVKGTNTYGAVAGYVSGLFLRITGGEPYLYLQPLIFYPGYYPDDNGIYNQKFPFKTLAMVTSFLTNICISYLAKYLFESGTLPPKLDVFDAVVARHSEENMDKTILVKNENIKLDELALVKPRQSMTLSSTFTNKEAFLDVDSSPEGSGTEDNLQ
OX1R antag: OX1R (HCRTR1) antagonists, primary screen, fluorescence, CHO/OX1R cells, Fluo-8 calcium, orexin A; hit rate 0.43% among 330,000; inhibition, % at 5 µM; AID 434989, 2010; Fluo-8 calcium fluorescence;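 active = inhibition above its plate's threshold, mean inhibition of all tested compounds on the plate plus 3 SD, cut at about 37% in these data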;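 note: 0% = orexin A challenge wells and 100% = SB-334867-A antagonist wells; not every result past the cut was called active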
Target sequence (O43613 whole entry, looked up): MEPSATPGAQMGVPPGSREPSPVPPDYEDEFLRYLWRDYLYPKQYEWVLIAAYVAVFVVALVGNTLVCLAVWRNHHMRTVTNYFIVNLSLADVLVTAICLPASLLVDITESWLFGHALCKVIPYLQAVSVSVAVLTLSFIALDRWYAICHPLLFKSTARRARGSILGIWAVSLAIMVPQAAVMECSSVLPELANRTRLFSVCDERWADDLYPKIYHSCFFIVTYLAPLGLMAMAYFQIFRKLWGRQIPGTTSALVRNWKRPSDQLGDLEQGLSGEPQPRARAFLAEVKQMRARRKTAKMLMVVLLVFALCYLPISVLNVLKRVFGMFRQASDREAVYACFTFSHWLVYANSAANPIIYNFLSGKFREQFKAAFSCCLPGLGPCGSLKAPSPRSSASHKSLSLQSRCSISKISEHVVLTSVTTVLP
* = called active by the depositor; i = inactive; · = no result given.

SMILES	CHT allo act	OX1R antag
CCn1c(=S)sc2c(=O)n(-c3ccccc3)c(SCC(=O)NCc3ccco3)nc21	i	-11
Cc1nn(Cc2c(Cl)cccc2Cl)c(C)c1C(=O)NCc1ccc(C)n1C	i	-43
COc1ccc(-n2c(=S)[nH]c3cc(C(=O)NCCCN4CCOCC4)ccc3c2=O)cc1OC	i	-15
O=[N+]([O-])c1ccc(Cl)c(S(=O)(=O)/N=C(/c2ccccc2)N2CCOCC2)c1	i	-19
O=C(Cc1cccs1)N1CCN(S(=O)(=O)c2ccc(Br)cc2)CC1	i	-10
COc1ccccc1N1CCN(C(=O)C2C3C=CC4(CN(Cc5ccccc5Cl)C(=O)C24)O3)CC1 (configuration not stated)	i	-29
c1csc(-c2nn[nH]n2)c1	i	-2
Cc1cc(/C(N)=N/OC(=O)c2ccccc2Cl)no1	i	-18
COc1cccc(C(C(=O)NC2CCCC2)N(Cc2cccnc2)C(=O)Cc2cccs2)c1 (configuration not stated)	i	-20
COc1ccc(Cc2nnc(NS(=O)(=O)Cc3ccccc3)s2)cc1	i	-13
COc1ccc(OC)c(C(=O)NC(CC(N)=O)c2ccc(N3CCN(c4ccccc4)CC3)c([N+](=O)[O-])c2)c1 (configuration not stated)	i	-2
COc1ccc2oc(-c3ccco3)cc(=O)c2c1	i	-17
CCOC(=O)C1CCN(c2ncnc3c2cnn3C)CC1	i	-28
COc1ccc(CNCCCO)cc1OC	i	-8
COc1cccc(Nc2c(F)c(F)c(F)c(F)c2C(=O)O)c1	i	-19
CO/N=C/c1ccc(OC)c(Oc2nc(OC)cc(OC)n2)c1	i	-17
CC1CN(CC(=O)Nc2cccc(C(=O)Nc3cccc(C(F)(F)F)c3)c2)CC(C)O1 (configuration not stated)	i	9
Cc1cc(C)cc(OCC(=O)OCC(=O)NC2CCCCCC2)c1	·	12
O=C(COC(=O)c1ccc(O)cc1O)Nc1ccc2ccccc2c1	·	13
COc1ccc(S(=O)(=O)N2CCCC2C(=O)Nn2cnnc2)cc1 (configuration not stated)	i	-22
O=C(NNC(=O)c1cc(Br)ccc1O)c1csc(N2CCOCC2)n1	·	-6
COc1ccc(/C=N/N2C(=O)C3C4C=CC(CC4)C3C2=O)c(OC)c1 (configuration not stated)	i	7
COc1cccc(CN(CC(=O)NCc2ccco2)C(=O)CNS(=O)(=O)c2ccccc2)c1	i	-18
CN(C)C(=O)c1cc(C(=O)c2ccccc2)c[nH]1	i	5
COc1ccc(S(N)(=O)=O)cc1C(=O)N1CCCC1	i	-7
C=CCOc1ccccc1CN1CCC(CO)(CCOc2ccccc2)CC1	i	-30
CCN(C[C@H]1N[C@@](CC)(C(=O)OC)[C@H]2C(=O)N(C)C(=O)[C@@H]12)C(=O)c1ccc(F)cc1	·	-12
c1ccc(-n2ncc3c(N4CCN(c5ccccn5)CC4)nc(N4CCCCCC4)nc32)cc1	i	1
COC(=O)C1=C(C)N(CCCC(=O)O)C(=O)NC1c1ccc([N+](=O)[O-])cc1 (configuration not stated)	i	-6
O=C(Nc1ccc2c(c1)OCCO2)C1CCN(C(=O)c2ccc([N+](=O)[O-])cc2)CC1	i	7
Cc1ccc(N(C(=O)CCC(=O)Nc2cc(C)on2)C(C(=O)NC2CCCC2)c2ccncc2)cc1 (configuration not stated)	i	-37
Cc1ccc(S(=O)(=O)/C(C#N)=C/c2c(N3CCN(C)CC3)nc3ccccn3c2=O)cc1	i	-24
CC(=NNC(=O)c1cc(C)oc1C)c1ccc(Br)s1	·	2
CSc1ncccc1C(=O)NCC(=O)Nc1ccc(F)c(F)c1	i	-6
CC1=C(C)CC(C(=O)NCCc2ccc(F)cc2)C(C(=O)O)C1 (configuration not stated)	i	-1
O=C(c1ccc(O)cc1)c1ccc(C(=O)c2ccc(O)cc2)cc1	i	14
CC(NC(=O)c1cccnc1)C(c1cccs1)N1CCN(C)CC1 (configuration not stated)	i	-10
COc1ccc2ccccc2c1-c1csc(N)n1	i	-4
O=C(CSc1ccccc1)NC1=NCCS1	i	-17
N#C/C(=C(/O)COC(=O)Cc1c[nH]c2ccccc12)c1nc2ccccc2[nH]1	i	-18

5 compounds out of the list above, sorted by the number in OX1R antag, ascending:
| SMILES | OX1R antag |
| --- | --- |
| Cc1ccc(S(=O)(=O)/C(C#N)=C/c2c(N3CCN(C)CC3)nc3ccccn3c2=O)cc1 | -24 |
| COC(=O)C1=C(C)N(CCCC(=O)O)C(=O)NC1c1ccc([N+](=O)[O-])cc1 (configuration not stated) | -6 |
| CC1=C(C)CC(C(=O)NCCc2ccc(F)cc2)C(C(=O)O)C1 (configuration not stated) | -1 |
| COc1ccc(/C=N/N2C(=O)C3C4C=CC(CC4)C3C2=O)c(OC)c1 (configuration not stated) | 7 |
| O=C(c1ccc(O)cc1)c1ccc(C(=O)c2ccc(O)cc2)cc1 | 14 |

(list continues)
SMILES	CHT allo act	OX1R antag
CNc1nc2cccnc2s1	i	0
COc1ccc(N(C)S(=O)(=O)c2cccc(C(=O)Nc3ccc(OC)nc3)c2)cc1	i	4
CCOC(=O)N1CCN(CC(O)COc2cc(C)cc(C)c2)CC1 (configuration not stated)	i	-10
O=C(OCCOc1ccc(Br)cc1)c1ccc(Cl)nc1	i	-6
O=C(c1ccc2c(c1)OCO2)N1CCCC1	i	-2
O=C(CNC(=O)c1ccccc1)NC1(C(=O)NC2CCCCC2)CCCCC1	i	-24
CC(=O)N1N=C(c2ccc(Br)cc2)OC1(C)CC(=O)Nc1ccccc1 (configuration not stated)	i	-7
O=C(NC(=O)c1ccccc1)OCC1CCCN2CCCCC12 (configuration not stated)	i	-12
O=C(CSc1nc(O)c(C2CCCCC2)c(=O)[nH]1)NCC1CCCO1 (configuration not stated)	i	-14
O=C(Oc1cccc(NC(=O)c2cccs2)c1)c1cccc(S(=O)(=O)N2CCCC2)c1	i	7
COC(=O)c1[nH]c2ccc(C)cc2c1NC(=O)c1ccccc1[N+](=O)[O-]	i	-23
CC(C)c1ccc(/C=N/Nc2cc(N3CCOCC3)nc(N3CCOCC3)n2)cc1	i	-23
CC(C)c1nc(N2CCOCC2)c(C#N)c2c1CCCC2	i	-28
CCN(CC)S(=O)(=O)c1cc(NC(=O)Cc2n[nH]c(=O)c3ccccc23)ccc1C	i	-9
O=C(CCN1C(=O)c2ccccc2C1=O)NCc1ccc(Cl)cc1	i	-22
Cc1cc(Br)cc2c1NC(=O)C2(c1c(C)n(C)n(-c2ccccc2)c1=O)c1c(C)n(C)n(-c2ccccc2)c1=O	i	31
CC(NC(=O)CN(C)S(=O)(=O)c1ccc2c(c1)c(=O)n(C)c(=O)n2C)c1ccccc1 (configuration not stated)	i	-3
Cc1nc2ccc(S(=O)(=O)NCC(=O)N3CCC(C)CC3)cc2s1	i	-25
O=C(CCc1ccccc1)Nc1cc2c(cc1C(=O)O)OCCCO2	·	0
O=c1c(-c2ccco2)[n+]([O-])c2ccccc2n1OCc1ccccc1[N+](=O)[O-]	i	0
Cc1ccc(-c2nc3c(c(=O)c4ccccc4n3C)c(=O)n2-c2ccc(F)cc2)cc1	i	-39
O=C(C1CCCN(S(=O)(=O)c2cc(Cl)ccc2Cl)C1)N1CCOCC1 (configuration not stated)	i	-18
O=C(NC1CC1)c1cc(Cl)ccc1[N+](=O)[O-]	i	1
CCOc1ccc(C2CC(=O)N(Nc3ccc([N+](=O)[O-])cc3[N+](=O)[O-])C2=O)cc1 (configuration not stated)	i	-31
CCOC(=O)N1CCN(C(=O)CSc2nnc(-c3cc(OC)cc(OC)c3)o2)CC1	i	-11
CCN(CC)S(=O)(=O)c1cc(C(=O)OCC(=O)Nc2cccc(Br)c2)ccc1F	i	-10
Cc1ccc(N(C(=O)CNC(=O)c2ccco2)C(C(=O)NC2CCCC2)c2ccncc2)cc1C (configuration not stated)	i	-19
Cc1ccc(C(=O)COc2nc(C)cc(C)c2C#N)cc1	i	-22
CCC(C(=O)Nc1cccnc1)c1ccccc1 (configuration not stated)	i	-6
O=C(COC(=O)/C=C/c1cccs1)NC1CC1	i	18
O=C(NC1CCCC1)C(c1cccs1)N(CC1CCCO1)C(=O)Cc1cccs1 (configuration not stated)	i	-8
OC(c1ccccc1)C(CN1CCOCC1)c1ccccc1 (configuration not stated)	i	2
CCOC(=O)C1C(=O)C(C(=O)OCC)C(c2cccnc2)NC1c1cccnc1 (configuration not stated)	i	-24
CCCC(C)NC(=O)CN1C(=O)c2cccc3cccc1c23 (configuration not stated)	i	-16
O=C(CCN1C(=O)c2ccc([N+](=O)[O-])cc2C1=O)Nc1cccc(O)c1	i	10
COc1ccc(C2NC(=S)NC3=C2N2CCC3CC2)cc1 (configuration not stated)	i	-13
CCOC(=O)Cn1nc(-c2ccccc2)c2cnc3ccc(CC)cc3c21	i	-32
COC(=O)CCc1c(COC(C)=O)[nH]c(C(=O)OCc2ccccc2)c1C	i	-24
CCOC(=O)[C@H]1[C@H]2COc3ccc(Cl)cc3[C@@H]2N2C(=O)c3ccc(F)cc3NC(=O)[C@@]12C	i	-43
CC1(C)CC(=O)C2=C(C1)NC(=O)NC2c1ccc([N+](=O)[O-])cc1 (configuration not stated)	i	-10
CC(C)N(C(=O)[C@H]1C[C@H](CC(=O)NCCCN(C)C)C(=O)N2CCc3c([nH]c4ccc(Cl)cc34)[C@]12C)C(C)C	·	-28
O=C(COc1ccccc1F)NNC(=O)c1ccc(N2CCCCC2)c([N+](=O)[O-])c1	i	-4
Cc1ccc2c(c1)N(C(=O)CCC(=O)NCCCN1CC(C)CC(C)C1)CCO2 (configuration not stated)	i	-9
COc1ccc(C(C(=O)NC2CCCCC2)N(C(=O)c2sc(C)nc2C)c2ccc(OC)cc2)cc1 (configuration not stated)	i	-6
Cc1ccc(CNC(=O)C2CCC(=O)N(CC3CCCCC3)C2)o1 (configuration not stated)	i	-22
CC(=O)OC(COc1ccccc1)Cn1cnc2cc(C)c(C)cc21 (configuration not stated)	i	-28
Cc1cc(C)c(C(=O)COC(=O)Cn2nc(-c3ccccc3)oc2=O)cc1C	·	-12
O=C(Nc1ccc2c(c1)OCCO2)c1ccc(Br)cc1	i	-1
COc1cc(OC)c(OC)cc1CCC(C)NCCC(c1ccccc1)c1ccccc1 (configuration not stated)	i	-21
CC1CCC(C(C)C)C(OC(=O)Cn2c(-c3ccc(Cl)cc3)[n+](C)c3ccccc32)C1 (configuration not stated)	i	4
Cc1ccc(N(C(=O)CNC(=O)c2ccco2)C(C(=O)NC2CCCC2)c2ccncc2)cc1F (configuration not stated)	i	-30
Oc1ccc2[nH]ccc2c1	i	-15
CC(Oc1ccc2ccc(=O)oc2c1)C(=O)N1CCOCC1 (configuration not stated)	i	-4
CC1=Nc2cc(C(=O)NCCCOC(C)C)ccc2Sc2ccc(C)cc21	i	-35
CN(C1CCCCC1)S(=O)(=O)c1ccc(SCC(=O)NC(C)(C)C)nc1	·	15
c1cncc(-c2nc(NCC3CCCO3)c3ccccc3n2)c1 (configuration not stated)	i	-16
Cc1ccc(NC(=O)c2noc3c2CCCCC3)cc1	i	-8
Cc1coc(C)c1C(=O)CC1(O)C(=O)N(CCc2ccccc2)c2ccccc21 (configuration not stated)	i	-5
CC(O/N=C/c1ccccc1OC(F)F)C(=O)Nc1cccc(S(=O)(=O)N2CCOCC2)c1 (configuration not stated)	i	-29
CC1(C)CC(=O)c2c(nn(-c3ccccc3)c2N)C1	i	3
Further entries.
SMILES	CHT allo act	OX1R antag
Cc1nc(-c2cc(-c3nc(-c4ccc(C(F)(F)F)cc4)no3)no2)cs1	i	-5
O=C(Nc1cc(C(=O)N2CCN(c3ccccc3O)CC2)ccc1Cl)c1cccs1	i	-28
CCOC(=O)N1CCC(NC(=O)c2oc3c(c2C)-c2[nH]ncc2CC3)CC1	i	-5
COc1ccc(C)cc1NC(=O)CN(c1ccc(C)cc1)S(C)(=O)=O	i	-11
COCCOc1cc(COC)nc(-c2cccc(C)c2)n1	i	4
Cc1ccc(C(=O)O)cc1NS(=O)(=O)c1ccc2ccccc2c1	i	10
COc1ccc(CNC(=O)[C@H](C)N2C(=O)N3CCc4c([nH]c5ccc(OC)cc45)[C@@]3(C)C2=O)cc1	i	-32
CC1CCN(S(=O)(=O)c2cccc(C(=O)NCc3ccco3)c2)CC1	i	-21
CCOC(=O)C1CCN(Cc2cnc(Oc3ccc(Cl)cc3C)s2)CC1	i	-27
COc1ccc(C2(c3ccc(OC)cc3)NC(=O)N(CC(=O)Nc3ccccc3C)C2=O)cc1	i	·

By substructure, the entries above with a CF3 group (2)
SMILES	CHT allo act	OX1R antag
CC1CN(CC(=O)Nc2cccc(C(=O)Nc3cccc(C(F)(F)F)c3)c2)CC(C)O1 (configuration not stated)	i	9
Cc1nc(-c2cc(-c3nc(-c4ccc(C(F)(F)F)cc4)no3)no2)cs1	i	-5

Random excerpt: six records from the list.
SMILES	CHT allo act	OX1R antag
CC1CCN(S(=O)(=O)c2cccc(C(=O)NCc3ccco3)c2)CC1	i	-21
COCCOc1cc(COC)nc(-c2cccc(C)c2)n1	i	4
Cc1nc(-c2cc(-c3nc(-c4ccc(C(F)(F)F)cc4)no3)no2)cs1	i	-5
COc1ccc(CNC(=O)[C@H](C)N2C(=O)N3CCc4c([nH]c5ccc(OC)cc45)[C@@]3(C)C2=O)cc1	i	-32
CCOC(=O)N1CCC(NC(=O)c2oc3c(c2C)-c2[nH]ncc2CC3)CC1	i	-5
O=C(Nc1cc(C(=O)N2CCN(c3ccccc3O)CC2)ccc1Cl)c1cccs1	i	-28

Assay outcomes from PubChem.
